# Compound activity as filed in PubChem BioAssay.
# OPRM1-OPRD1 ag = OPRM1-OPRD1 heterodimerization agonism; cells, luminescence; activation, % at 9.3 µM; hit rate 0.3% among 340,000; in the data active = activation above about 18%;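 also: 0% = vehicle-treated cells and 100% = reference agonist; values of inactives mirror those of a sister screen read the other way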
# C-LANA FP = blocks KSHV LANA C-terminal domain binding to DNA. hit rate 0.078% among 340,000. MBP-C-LANA/FAM-LBS DNA binding, fluorescence polarization. inhibition, % at 9 µM;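 active = highest replicate inhibition at or above 60% at 9 µM, even if other replicates fall short; inactive = all replicates below 60% inhibition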;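 also: 0% = neutral control wells and 100% = 4 µM acridine orange control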
# V-ATPase pHluor = alters yeast V-ATPase proton transport. S. cerevisiae, pHLuorin cytosolic pH fluorescence. AID 504577. hit rate 0.37% among 350,000. response, % at 10 µM; in the data active = response mostly above about 7.3%, no sharp cut-off; inactive = mostly below about 5.4%; also: actives read high; inactives centre near 0; some compounds called inactive have numbers as strong as hits; reference of the scale not given here
# Keap1 Nrf2 FP = disrupts human Keap1 binding to Nrf2 peptide; Q14145; Keap1 Kelch-Nrf2 peptide fluorescence polarization, 1536-well; inhibition, % at 9.4 µM; hit rate 0.15% among 340,000; AID 504523; in the data active = inhibition above about 12%;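 also: human Keap1 Kelch domain with fluorescein labeled Nrf2 9mer peptide probe; 0% = neutral control wells and 100% = peptide positive control; higher means more block of Keap1 binding to Nrf2 peptide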
# Wnt act = activators of Wnt/beta-catenin signaling; Wnt/beta-catenin reporter cell assay, activator, plate reader; AID 743398; hit rate 1.2% among 300,000; activation, % at 9.35 µM; in the data active = activation above about 30%, passing the limit was not always enough;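 also: 0% = neutral control wells and 100% = positive control wells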
# RTF Ca sens act = cardiac RTF calcium sensitization; activation, % at 7.2 µM; AID 493008; IANBD-labeled TnC RTF fluorescence at EC20 calcium; 0% EC20 calcium, 100% full calcium; hit rate 0.24% among 340,000;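 active = activation above the mean over all tested compounds plus 3 SD, cut at about 30% in these data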;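 also: rise in fluorescence read as greater calcium sensitivity of cardiac thin filaments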
# RTF Ca sens inh = cardiac RTF calcium desensitization | P19429+P45379 | IANBD-labeled cardiac RTF, Ca2+ fluorescence | inhibition, % at 7.15 µM | hit rate 0.12% among 340,000;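 active = inhibition above the mean inhibition of all tested compounds plus 3 SD, cut at about 17% in these data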;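 also: assay run at fixed EC70 calcium of 1.6 mM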
# DSG3 Ab inh = blocks pemphigus antibody binding to human desmoglein-3 | P32926 | DSG3-coupled beads, scFv-anti-DSG3-GFP binding, flow cytometry; active compounds read low | binding (percent of control), % at 10 µM | hit rate 0.48% among 310,000;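 active = binding more than 3 SD below its plate's average and above zero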;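 also: hits lower antibody fragment binding to DSG3; some compounds called inactive have numbers as strong as hits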
# Target sequence (P32926 whole entry, looked up, the tested form may be a part): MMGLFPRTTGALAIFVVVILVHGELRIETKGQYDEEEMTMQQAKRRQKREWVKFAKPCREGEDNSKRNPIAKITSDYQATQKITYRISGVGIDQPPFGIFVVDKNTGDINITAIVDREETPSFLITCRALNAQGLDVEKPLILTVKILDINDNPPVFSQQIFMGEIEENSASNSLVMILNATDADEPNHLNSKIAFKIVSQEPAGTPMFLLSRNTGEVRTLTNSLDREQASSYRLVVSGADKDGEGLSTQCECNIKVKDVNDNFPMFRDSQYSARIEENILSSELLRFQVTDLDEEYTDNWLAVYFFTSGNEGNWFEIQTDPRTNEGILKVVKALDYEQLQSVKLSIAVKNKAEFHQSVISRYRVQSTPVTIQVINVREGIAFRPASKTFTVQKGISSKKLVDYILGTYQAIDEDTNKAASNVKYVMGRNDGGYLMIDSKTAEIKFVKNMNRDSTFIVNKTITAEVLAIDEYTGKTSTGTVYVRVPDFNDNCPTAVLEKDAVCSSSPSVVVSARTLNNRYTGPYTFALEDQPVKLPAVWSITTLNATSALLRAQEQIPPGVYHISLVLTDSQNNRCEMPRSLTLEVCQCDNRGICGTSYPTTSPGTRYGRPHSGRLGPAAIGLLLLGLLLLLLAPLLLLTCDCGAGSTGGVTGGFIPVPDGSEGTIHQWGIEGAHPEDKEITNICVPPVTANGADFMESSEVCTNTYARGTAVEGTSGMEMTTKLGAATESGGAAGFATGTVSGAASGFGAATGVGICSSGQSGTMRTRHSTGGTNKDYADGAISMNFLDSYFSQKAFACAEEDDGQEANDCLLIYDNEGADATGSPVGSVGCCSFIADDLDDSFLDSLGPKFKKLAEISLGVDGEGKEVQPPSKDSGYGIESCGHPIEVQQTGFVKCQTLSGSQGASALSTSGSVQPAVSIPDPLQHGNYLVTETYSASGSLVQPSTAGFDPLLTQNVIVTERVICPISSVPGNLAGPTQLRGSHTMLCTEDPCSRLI
# Arr AP2 block = blocks beta-arrestin peptide binding to AP2 adaptin. FITC-arrestin peptide / GST-AP2 beads, flow cytometry; AP2 beta2 appendage carries R879A mutation. inhibition, % at 10 µM. hit rate 0.31% among 340,000. AID 504490;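 active = inhibition above a set limit, near 3 SD of compounds lacking own fluorescence, cut at about 54% in these data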;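 also: plate controls were DMSO wells for no effect and 5 µM unlabelled arrestin peptide for full effect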
#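 Material – AP2 appendage R879A on GSH beads · Buffer or medium – PBS with 0.05% Tween 20 and 0.1% BSA · Probe or stimulus – fluorescein-tagged arrestin peptide at 50 nM final · Incubation – compound with beads 12 min RT, then probe 1 h RT · Detection – high-throughput flow cytometry of beads, ex 488, em 535 nm · Evaluation – percent response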
# MOR-DOR inv ag = inverse agonists of human mu-delta opioid receptor heterodimerization. P35372+P41143. cell-based MOR-DOR heterodimer luminescence, inverse agonism. inhibition, % at 9.3 µM. hit rate 0.21% among 340,000. AID 504357; in the data active = inhibition above about 22%, passing the limit was not always enough;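 also: 0% = cells with DMSO and 100% = wells without cells with DMSO; values of inactives mirror those of a sister screen read the other way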
# The depositor's hits bear a star; . = no result given; & = joins results of further samples.
SMILES,OPRM1-OPRD1 ag,C-LANA FP,V-ATPase pHluor,Keap1 Nrf2 FP,Wnt act,RTF Ca sens act,RTF Ca sens inh,DSG3 Ab inh,Arr AP2 block,MOR-DOR inv ag
CCOc1ccc(NC(=O)CCCNC(=O)Cn2cnc3sc(C)c(C)c3c2=O)cc1,0.7,0.2,4,-8,1,0,-9,90,-2,-6
COc1ccccc1NC(=O)C1=C(C)NC(=O)NC1c1cccc(OC)c1OC (centres undefined),-1.7,-0.5,-3,0,.,-2,-5,99,12,9
CCC(C)Sc1cc(-c2nc3ccccn3c2NC2CCCCC2)ccc1OC (centres undefined),3.1,0.4,0,-4,-22&-4,-3,6,108,8,-14
CCC(C)c1ccc(S(=O)(=O)N2CCN(c3ccccn3)CC2)cc1 (centres undefined),6.3,-1.4,2,-1,-2,3,-3,105,0,-30
CC1CN(Cc2cc(=O)oc3cc(O)c(Cl)cc23)CC(C)O1 (centres undefined),-3.8,-1.7,4,0,-1,0,-7,91,5,19
COC(=O)CCSCC(=O)N1N=C(c2ccc(OC)cc2)CC1c1cccc(OC)c1OC (centres undefined),-3.0,0.7,-2,1,-2,-2,4,106,35,16
O=C(O/C(=C/c1ccccc1)C(F)(F)F)c1ccccc1,2.6,4.2,2,-4,-5,6,4,114,2,-13
CN(C)c1ccc2c(=O)[nH][nH]c(=O)c2c1,-3.1,-2.5,0,-2,-5,2,8,86,-6,20
CCCSc1ncnc2c1oc1ccccc12,3.7,-0.8,1,3,5,-5,-4,101,0,-20
Cc1ccc(-c2csc(NC(=O)COc3ccc(N(C)S(=O)(=O)c4ccc(C)cc4)cc3)n2)cc1,-0.4,2.7,3,-9,-4,5,5,95,7,2
C/C(CC(=O)NCc1ccco1)=N\NC(=O)C(c1ccccc1)c1ccccc1,-1.5,-1.4,2,1,.,-3,-6,103,-7,8
CN(C)c1cccc2c(/C=N/O)ccc(N(C)C)c12,-0.7,0.9,-3,4,-1,-1,1,100,15,4

# Entries from the list above that contain a halogen (2):
SMILES,OPRM1-OPRD1 ag,C-LANA FP,V-ATPase pHluor,Keap1 Nrf2 FP,Wnt act,RTF Ca sens act,RTF Ca sens inh,DSG3 Ab inh,Arr AP2 block,MOR-DOR inv ag
CC1CN(Cc2cc(=O)oc3cc(O)c(Cl)cc23)CC(C)O1 (centres undefined),-3.8,-1.7,4,0,-1,0,-7,91,5,19
O=C(O/C(=C/c1ccccc1)C(F)(F)F)c1ccccc1,2.6,4.2,2,-4,-5,6,4,114,2,-13

# The results go on:
SMILES,OPRM1-OPRD1 ag,C-LANA FP,V-ATPase pHluor,Keap1 Nrf2 FP,Wnt act,RTF Ca sens act,RTF Ca sens inh,DSG3 Ab inh,Arr AP2 block,MOR-DOR inv ag
O=C(O)CC1=C(O)C(=O)N(c2ccccc2)C1c1ccc(Cl)cc1 (centres undefined),0.9,1.1,-3,3,-1,-7,-1,.,3,-5
COc1ccc(CCNC(=O)Cc2cc(=O)[nH]c(=O)[nH]2)cc1OC,0.0,1.2,1,-2,0,0,1,81,-4,0
CCOC(=O)c1c(C)n(C)c2ccc(OC)c(NC(=O)CN3CCC4(CC3)OCCO4)c12,-0.4,0.6,4,-3,.,-1,0,100,-10,2
Cc1cc(C(=O)COC(=O)c2ccc(Cl)c(S(N)(=O)=O)c2)c(C)n1CC1CCCO1 (centres undefined),0.9,-0.8,1,2,11,-6,3,99,-9,-6
Cc1cc(/C=C2\NC(=S)NC2=O)c(C)n1-c1cccnc1,-1.0,0.1,0,3,1,8,5,111,-3,5
O=C1CCCC/C1=C/NCc1ccc(F)cc1,-2.4,-0.4,-3,0,.,3,-15,98,4,12
Clc1cccc(-c2ccc(/C=N/n3cnnc3)o2)c1,0.8,0.2,0,-2,.,1,4,78,17,-4
COc1cccc(NC(=O)CSC2=C(C#N)C(c3ccco3)C3=C(CCCC3=O)N2)c1 (centres undefined),-0.9,-0.9,-1,-4,5,2,-4,.,11,5
N#CC1=C(N)NC(SCC(=O)O)=C(C#N)C12CCCC2,-3.6,1.0,1,0,-2,1,4,98,9,15
O=C(NCCc1ccc(Cl)cc1)C1CCC(=O)N1Cc1ccccc1Cl (centres undefined),-2.2,-0.4,-1,-1,.,2,-2,.,12,12
CCc1ccc(C(=O)COC(=O)c2cncc(Br)c2)cc1,-0.8,-1.4,0,-1,-1,1,-12,104,-15,4
CC(=O)Nc1ccc(NC(=O)CNC(=O)c2sc3ccccc3c2Cl)cc1,2.4,0.8,1,-3,-1,-4,-18,103,-10,-16
Cc1ccc(-c2nc(-c3ccccc3)no2)cc1,0.1,-0.8,0,0,.,-2,4,99,-13,0
Cc1ccc(-n2c(O)c(/C=N/NC(=O)C3COc4ccccc4O3)c3ccccc3c2=O)cc1 (centres undefined),1.2,0.5,-4,-3,.,-1,-11,126,-5,-7
Cc1ccc(C(=O)NCC(c2ccco2)N2CCc3ccccc32)cc1C (centres undefined),1.1,-2.3,-3,-1,-3,-8,-13,.,3,-7
NC(=O)c1ccsc1NC(=O)COC(=O)c1ccc(Cl)cc1,7.1,0.5,7,-1,1,-1,1,.,38,-28
Cc1ccc(OCC(=O)N2CCCCCCC2)cc1,-2.9,5.2,-2,-1,1,-3,1,120,34,15
CCCN(CCC)CC(O)CN(c1ccccc1)S(=O)(=O)c1ccc(C)cc1 (centres undefined),-1.4,0.2,-4,0,.,-4,-1,105,36,7
Cc1cccc2c(N=Nc3ccccc3)c(O)[nH]c12,-2.4,-0.5,0,-3,45*,7,-2,99,-1,12
Cn1nnnc1SCCNCc1ccc(Cl)cc1,-1.8,1.3,2,-10,.,-1,-6,.,7,9
CNC(=O)c1cc2cc(OC)ccc2n1CCN(C)C,1.2,0.9,2,-4,-2,5,-3,120,6,-5
O=C(Cc1ccccc1)NS(=O)(=O)c1ccc(N=NN2CCOCC2)cc1,0.9,-1.3,0,4,5,3,4,97,2,-5
O=C(COC(=O)c1ccc(Cl)nc1)NNC(=O)c1ccc(Br)cc1,-2.6,1.0,-3,-2,-3,0,-3,.,-19,11
Cc1[nH]nc2c1C1(C(=O)Nc3ccc([N+](=O)[O-])cc31)C(C#N)=C(N)O2 (centres undefined),-4.1,-0.5,-2,-4,.,0,2,101,-6,18

# The final 6 compounds of the part before are carried over, then new ones follow.
SMILES,OPRM1-OPRD1 ag,C-LANA FP,V-ATPase pHluor,Keap1 Nrf2 FP,Wnt act,RTF Ca sens act,RTF Ca sens inh,DSG3 Ab inh,Arr AP2 block,MOR-DOR inv ag
Cc1cccc2c(N=Nc3ccccc3)c(O)[nH]c12,-2.4,-0.5,0,-3,45*,7,-2,99,-1,12
Cn1nnnc1SCCNCc1ccc(Cl)cc1,-1.8,1.3,2,-10,.,-1,-6,.,7,9
CNC(=O)c1cc2cc(OC)ccc2n1CCN(C)C,1.2,0.9,2,-4,-2,5,-3,120,6,-5
O=C(Cc1ccccc1)NS(=O)(=O)c1ccc(N=NN2CCOCC2)cc1,0.9,-1.3,0,4,5,3,4,97,2,-5
O=C(COC(=O)c1ccc(Cl)nc1)NNC(=O)c1ccc(Br)cc1,-2.6,1.0,-3,-2,-3,0,-3,.,-19,11
Cc1[nH]nc2c1C1(C(=O)Nc3ccc([N+](=O)[O-])cc31)C(C#N)=C(N)O2 (centres undefined),-4.1,-0.5,-2,-4,.,0,2,101,-6,18
Cc1scc(C(=O)N/N=C/c2ccc(Cl)s2)c1C,1.8,-0.2,-3,-2,58*,7,-5,106,27,-10
O=S(=O)(c1ccc(Br)cc1)c1nc(-c2ccco2)oc1NCCCn1ccnc1,-1.4,-0.5,-3,-7,-1,-2,2,106,-3,8
CCCC(=O)OCC(=O)Nc1ccccc1C#N,-3.6,0.7,-3,-1,-1,1,-3,116,1,17
Oc1ccc(-c2nccc(-c3ccccn3)n2)cc1,2.5,-3.2,-4,2,24,-2,-8,90,22,-12
Cc1ccc(S(=O)(=O)N2CCCC(C(=O)NC3CCCC3)C2)cc1 (centres undefined),0.3,0.1,-4,-5,-4,-3,-1,.,19,-2
O=c1cc(-c2ccccc2)[nH]c2nc3ccccc3n12,1.8,0.1,1,0,47*,-3,4,114,0,-11
CCOCCCn1c(C)nc2c(c1=O)c1nc3ccccc3nc1n2CCC1=CCCCC1,5.8,-0.3,-3,-3,.,4,1,106,2,-33
O=C(c1ccc([N+](=O)[O-])o1)N1CCOCC1,2.6,0.4,-1,-6,-4,-4,-2,99,1,-14
COc1ccccc1/C=C/C(=O)OCC(=O)Nc1c(C)nn(-c2ccccc2)c1C,0.5,0.5,2,-3,1,-1,0,98,1,-2
CCOC(=O)N1CC(C)N(CC(O)CN2CCOCC2)CC1C (centres undefined),0.2,-0.5,-1,-4,-2,-5,2,103,-5,-1
Cc1ccc(NC(=O)CS(=O)CC(=O)NCCCc2ccccc2)cc1Cl (centres undefined),1.3,-2.4,2,-3,.,-3,-21,106,20,-8
CN(C)C(=O)CCc1ccc2c3c([nH]c2c1)[C@]1(CCc2ccccc2)[C@@H](C(=O)N2CCCCC2)C[C@H](CC(=O)NCCC2=CCCCC2)C(=O)N1CC3,-1.2,-2.3,2,-2,1,-4,-7,96,6,6
O=C(Nc1ccccc1Cl)c1csc(-c2cccnc2)n1,-4.1,-0.6,-3,-5,-1,2,5,105,35,21
COc1ccc(CCNC(=O)CSC(=O)c2ccccc2)cc1OC,-0.5,-1.3,1,-5,-2,-1,-9,104,.,4
CCC1CSC(Nc2ccc(C(=O)/C=C/c3cccc(C)c3)cc2)=N1 (centres undefined),6.3,-0.9,2,3,2,4,5,91,-1,-29
O=c1cc(CN2CCN(S(=O)(=O)c3ccc4ccccc4c3)CC2)nc2sccn12,0.4,2.2,1,2,0,-3,-4,97,8,-2
CCOC(=O)c1nc(C)nc(Sc2n[nH]c(-c3cc(Cl)cc(Cl)c3)n2)c1C,-0.9,-0.8,-1,0,-1,-3,2,109,-5,5
CCC1CO/C(=C(\C(=C(Cl)Cl)N2CCOCC2)[N+](=O)[O-])N1 (centres undefined),-2.6,1.4,-1,-2,-1,-1,1,.,-4,12
O=C(CNC(=O)c1ccccc1F)N/N=C/c1ccco1,-2.0,-0.4,-3,-4,4,-2,4,98,-10,11
Cc1ccc(-c2nc3ncccc3o2)cc1NC(=O)C(C)(C)C,0.7,0.0,-1,2,2,-4,-2,106,-6,-3

# Arranged by the number under Keap1 Nrf2 FP (highest first): some entries from above
canonical_smiles,OPRM1-OPRD1 ag,C-LANA FP,V-ATPase pHluor,Keap1 Nrf2 FP,Wnt act,DSG3 Ab inh,Arr AP2 block,MOR-DOR inv ag
O=c1cc(CN2CCN(S(=O)(=O)c3ccc4ccccc4c3)CC2)nc2sccn12,0.4,2.2,1,2,0,97,8,-2
COc1ccccc1NC(=O)C1=C(C)NC(=O)NC1c1cccc(OC)c1OC (centres undefined),-1.7,-0.5,-3,0,.,99,12,9
CCCC(=O)OCC(=O)Nc1ccccc1C#N,-3.6,0.7,-3,-1,-1,116,1,17
